Source: PubChem
PRC2 inh: EZH2 (human) methyltransferase inhibition; Q15910; PRC2 H3K27 methylation, DELFIA TRF, 1 h; inhibition, % at 12.5 µM; actives 0.35% (n = 57,000); AID 651548;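 active = mean inhibition of replicates at least 50% and every single replicate also reaching 50%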;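 note: dimethyl H3K27 on biotinylated H3 21-44 peptide detected by antibody; plate controls were median neutral control wells for no effect and median positive control wells for full effect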
Target sequence (Q15910 whole entry, looked up): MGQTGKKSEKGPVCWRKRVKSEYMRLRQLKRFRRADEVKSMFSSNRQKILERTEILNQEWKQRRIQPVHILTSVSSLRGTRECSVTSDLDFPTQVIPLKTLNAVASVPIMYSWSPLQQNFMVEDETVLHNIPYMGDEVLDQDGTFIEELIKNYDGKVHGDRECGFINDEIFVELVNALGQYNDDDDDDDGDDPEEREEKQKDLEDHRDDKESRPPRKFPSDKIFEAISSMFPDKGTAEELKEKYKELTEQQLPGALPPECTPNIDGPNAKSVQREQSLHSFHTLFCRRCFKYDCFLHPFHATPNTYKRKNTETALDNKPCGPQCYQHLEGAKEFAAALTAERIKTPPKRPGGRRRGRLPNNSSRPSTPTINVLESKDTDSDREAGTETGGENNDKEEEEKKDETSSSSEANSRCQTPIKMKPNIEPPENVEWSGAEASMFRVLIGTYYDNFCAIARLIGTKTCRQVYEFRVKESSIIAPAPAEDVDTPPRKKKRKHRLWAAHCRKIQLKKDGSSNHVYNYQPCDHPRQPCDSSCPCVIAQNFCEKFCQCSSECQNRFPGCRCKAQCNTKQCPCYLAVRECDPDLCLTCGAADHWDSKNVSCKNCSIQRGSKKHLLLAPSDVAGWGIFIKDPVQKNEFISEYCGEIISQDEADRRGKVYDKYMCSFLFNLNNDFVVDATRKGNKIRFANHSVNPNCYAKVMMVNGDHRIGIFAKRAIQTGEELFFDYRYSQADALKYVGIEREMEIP
IDH1 R132H inh: inhibitors of human IDH1 R132H; AID 624101; IDH1 R132H reductase, diaphorase/resazurin fluorescence, 60 min; actives 0.18% (n = 70,000); inhibition, % at 10 µM; O75874; in the data active = inhibition above about 34%;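 note: 0% = DMSO and 100% = no enzyme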
The depositor's hits bear a star; nt = no result given.

cpd	smiles	PRC2 inh	IDH1 R132H inh
1	CCCNC(=O)N(C)C[C@H]1Oc2ncc(-c3ccc(F)cc3)cc2C(=O)N([C@@H](C)CO)C[C@@H]1C	1.2	0.0
2	COC(=O)C[C@@H]1C=C[C@H](NS(=O)(=O)c2ccc(OC)cc2)[C@@H](CO)O1	3.9	0.0
3	CC(C)NC(=O)N[C@@H]1CC[C@@H](CCn2cc(-c3ccc(F)cc3)nn2)O[C@H]1CO	-0.7	0.0
4	C[C@H]1CN([C@@H](C)CO)C(=O)c2cc(C#CC3(O)CCCC3)cnc2O[C@@H]1CN(C)Cc1ccncc1	nt	0.0
5	Cc1ncc([N+](=O)[O-])n1Cc1n[nH]c(=S)n1C	-4.4	0.4
6	CC(C)C#Cc1ccc2c(c1)O[C@@H](CN(C)C(=O)CC1CC1)[C@H](C)CN([C@H](C)CO)S2(=O)=O	nt	0.1
7	C[C@@H]1CN([C@H](C)CO)C(=O)Cc2cc(NC(=O)Nc3ccccc3)ccc2O[C@@H]1CN(C)S(=O)(=O)c1cccs1	nt	1.2
8	O=C(N[C@@H]1CC[C@@H](CCNS(=O)(=O)Cc2ccccc2)O[C@@H]1CO)c1ccc2c(c1)OCO2	13.5	0.4
9	COc1cc2c(cc1NC(=O)CCCN1C(=O)CCC1=O)oc1ccccc12	16.7	0.0
10	C[C@H](NC(=O)C[C@@H]1C=C[C@H](NC(=O)CN2CCOCC2)[C@H](CO)O1)c1ccccc1	0.1	-0.3
11	Cc1oc(-c2ccc3c(c2)OCCO3)cc1C(=O)NCC(=O)O	10.3	1.7
12	C[C@H]1CN([C@@H](C)CO)C(=O)c2cccc(NS(=O)(=O)c3cccs3)c2O[C@H]1CN(C)Cc1ccc(C(F)(F)F)cc1	-7.0	3.4
13	CCCN(C)C[C@@H]1Oc2cc(-c3ccc(C)cc3)ccc2S(=O)(=O)N([C@@H](C)CO)C[C@H]1C	-12.7	4.2
14	O=C(N[C@@H]1CC[C@H](CCNS(=O)(=O)c2ccc(F)cc2)O[C@H]1CO)c1cnccn1	-5.5	-0.2
15	COc1ccc(NC(=O)N(C)C[C@H]2Oc3cc(-c4cccc(C(=O)N(C)C)c4)ccc3S(=O)(=O)N([C@@H](C)CO)C[C@@H]2C)cc1	1.5	-0.1
16	CO[C@@H](C(=O)N(C)C[C@@H]1OCc2ccccc2-c2ccccc2C(=O)N([C@@H](C)CO)C[C@@H]1C)c1ccccc1	3.2	nt
17	Cc1noc(C)c1NC(=O)Nc1ccc2c(c1)C(=O)N([C@H](C)CO)C[C@@H](C)[C@@H](CN(C)Cc1ccccc1)O2	18.4	2.3
18	C[C@@H]1CN([C@@H](C)CO)C(=O)c2cc(N(C)C)ccc2O[C@H]1CN(C)Cc1ccc(C(=O)O)cc1	9.3	nt
19	C[C@H](CO)N1C[C@H](C)[C@H](CN(C)C(=O)Nc2ccccc2)Oc2c(NC(=O)Nc3ccccc3)cccc2C1=O	-13.1	nt
20	COCC(=O)Nc1ccc2c(c1)C(=O)N(C)C[C@@H](OC)[C@@H](C)CN(C(=O)Cc1ccccn1)[C@@H](C)CO2	-8.2	0.0
21	C[C@H](CO)N1C[C@H](C)[C@H](CN(C)C(=O)c2cnccn2)Oc2cc(C#CC3CC3)ccc2S1(=O)=O	-13.6	13.0
22	CCn1c(SCC(=O)Nc2cccc(OC)c2)nnc1-c1cccc(C)c1	-9.8	-0.7
23	C[C@@H]1CN([C@@H](C)CO)S(=O)(=O)c2ccc(C3=CCCC3)cc2O[C@H]1CN(C)C(=O)CN(C)C	-9.1	2.7
24	C[C@@H]1CCCCO[C@H](CN(C)C(=O)Nc2ccccc2)[C@@H](C)CN([C@@H](C)CO)C(=O)c2cc(NC(=O)CCC(F)(F)F)ccc2O1	nt	2.5
25	Cc1noc(C)c1C(=O)N(C)C[C@H]1OCc2ccccc2-c2c(n(C)c3ccccc23)C(=O)N([C@H](C)CO)C[C@H]1C	-5.5	-0.1
26	COC1OC(OC)C(O)(CC[C@@]2(O)[C@H](C)C[C@@H](O)C3[C@@](C)(CO)CCC[C@]32C)C1O (stereo not given in full)	nt	0.0
27	C=CCSc1n[nH]c(=O)n1-c1cccc(Cl)c1	-6.5	0.1
28	O=C(C[C@H]1C=C[C@H](NC(=O)C2CCC2)[C@@H](CO)O1)NCc1ccccc1Cl	6.9	0.4
29	C#CCNC(=O)C1=C[C@H](c2ccc3c(c2)OCO3)[C@@H](CCCO)[C@H](OCC)O1	-3.0	nt
30	C[C@H](CO)N1C[C@H](C)[C@@H](CN(C)S(=O)(=O)c2cccs2)Oc2ncc(C#CCC3CCCC3)cc2C1=O	5.7	-2.2
31	COc1ccc(C#Cc2cnc3c(c2)C(=O)N([C@H](C)CO)C[C@H](C)[C@@H](CN(C)CC2CCOCC2)O3)cc1	nt	-0.1
32	O=C(C[C@H]1CC[C@@H](NC(=O)c2ccccn2)[C@@H](CO)O1)NCc1cccc(F)c1	12.3	0.1
33	COc1ccc(NC(=O)Nc2ccc3c(c2)C(=O)N([C@@H](C)CO)C[C@H](C)[C@H](CN(C)S(=O)(=O)c2ccccc2)O3)cc1	nt	0.7
34	CO[C@@H]1CN(C)C(=O)c2cc(NC(=O)c3nc4ccccc4s3)ccc2OC[C@@H](C)N(Cc2cccnc2)C[C@H]1C	-2.4	-0.4
35	Cc1nc(SCC(=O)c2cc3ccccc3oc2=O)c(C(N)=O)c(C)c1C	24.0	0.7
36	COc1ccc(CN(C)C[C@H]2OCCCC[C@@H](C)Oc3ccc(NS(=O)(=O)c4cn(C)cn4)cc3C(=O)N([C@@H](C)CO)C[C@@H]2C)cc1	nt	4.1
37	COc1ccc(NC(=O)Nc2ccc3c(c2)C(=O)N([C@H](C)CO)C[C@@H](C)[C@H](CN(C)S(=O)(=O)c2ccc(F)cc2)OCCCC[C@@H](C)O3)cc1	nt	5.3
38	COc1ccc(S(=O)(=O)N[C@@H]2CC[C@H](CC(=O)NCc3ccccc3F)O[C@@H]2CO)cc1	6.6	-0.3
39	Cc1cc(Cl)ccc1NC(=O)Cn1cnc2sc(C)c(-c3ccc(F)cc3)c2c1=O	-15.6	-0.4
40	C[C@H](CO)N1C[C@H](C)[C@@H](CN(C)CC2CCCC2)Oc2cc(Br)ccc2S1(=O)=O	nt	-0.2
41	C[C@H]1CN([C@@H](C)CO)C(=O)c2cc(NC(=O)Cc3ccccc3)ccc2O[C@H]1CN(C)CC1CC1	-12.5	-2.6
42	Cc1ccc(-c2cnc3c(c2)C(=O)N([C@@H](C)CO)C[C@H](C)[C@@H](CN(C)C(=O)c2cccnc2)O3)cc1	-0.1	0.0
43	CS(=O)(=O)Nc1ccc2c(c1)[C@H]1C[C@H](CC(=O)NCc3ccccn3)O[C@H](CO)[C@H]1O2	3.2	-0.2
44	COc1ccccc1S(=O)(=O)N[C@H]1CC[C@@H](CCNC(=O)C2CC2)O[C@@H]1CO	-11.5	0.4
45	Cn1c(SCC(=O)Nc2ccccc2)nnc1-c1ccccc1F	nt	0.1
46	COc1ccc(S(=O)(=O)N(C)C[C@@H]2OCCCC[C@@H](C)Oc3ccc(NS(C)(=O)=O)cc3C(=O)N([C@@H](C)CO)C[C@@H]2C)cc1	nt	-0.1
47	O=C(CCN1CCCCC1)NCC[C@H]1CC[C@H](NC(=O)C2CCCC2)[C@H](CO)O1	-4.7	0.4
48	CN(C)CCC(c1ccccc1)c1ccccn1 (stereo not given)	nt	-1.2

In another format: four of the compounds above.
48. CN(C)CCC(c1ccccc1)c1ccccn1 (stereo not given)
- PRC2 inh: nt
- IDH1 R132H inh: -1.2
42. Cc1ccc(-c2cnc3c(c2)C(=O)N([C@@H](C)CO)C[C@H](C)[C@@H](CN(C)C(=O)c2cccnc2)O3)cc1
- PRC2 inh: -0.1
- IDH1 R132H inh: 0.0
47. O=C(CCN1CCCCC1)NCC[C@H]1CC[C@H](NC(=O)C2CCCC2)[C@H](CO)O1
- PRC2 inh: -4.7
- IDH1 R132H inh: 0.4
45. Cn1c(SCC(=O)Nc2ccccc2)nnc1-c1ccccc1F
- PRC2 inh: nt
- IDH1 R132H inh: 0.1

The results go on:
cpd	smiles	PRC2 inh	IDH1 R132H inh
49	CNC[C@H]1Oc2cc(C#CC3CCCC3)ccc2S(=O)(=O)N([C@@H](C)CO)C[C@H]1C	nt	-0.5
50	CO[C@@H]1CN(C)C(=O)c2cc(NC(=O)NC3CCCCC3)ccc2OC[C@H](C)N(CC2CC2)C[C@H]1C	-6.5	-0.1
51	C[C@@H]1CCCCO[C@@H](CN(C)C(=O)Nc2ccc(F)cc2)[C@H](C)CN([C@H](C)CO)C(=O)c2cc(NS(=O)(=O)c3cccs3)ccc2O1	nt	8.7
52	C[C@]12C=CC(=O)N1CCc1c2[nH]c2ccccc12	5.7	nt
53	C[C@H](CO)N1C[C@H](C)[C@H](CN(C)S(=O)(=O)c2cccs2)Oc2ncc(C#CCN(C)C)cc2C1=O	14.9	nt
54	Cc1ccc(-c2ccc3c(c2)O[C@H](CN(C)C)[C@H](C)CN([C@@H](C)CO)S3(=O)=O)cc1	-1.3	-1.5
55	Cc1ccc(S(=O)(=O)N(C)C[C@H]2Oc3c(NS(=O)(=O)c4ccccc4)cccc3C(=O)N([C@@H](C)CO)C[C@H]2C)cc1	nt	1.4
56	CCCC#Cc1cnc2c(c1)C(=O)N([C@@H](C)CO)C[C@H](C)[C@@H](CN(C)C(=O)CN1CCOCC1)O2	9.4	-1.7
57	O=C(Nc1ccc(Cl)cc1)N[C@H]1CC[C@@H](CCNC(=O)c2ccccc2F)O[C@@H]1CO	4.4	0.0
58	CCCN(C)C[C@H]1Oc2ncc(-c3cccc(C(=O)N(C)C)c3)cc2C(=O)N([C@H](C)CO)C[C@@H]1C	-7.6	0.3
59	C[C@H]1CN([C@@H](C)CO)S(=O)(=O)c2ccc(-c3ccncc3)cc2O[C@H]1CN(C)C	5.0	1.0
60	C[C@H]1CN([C@@H](C)CO)C(=O)c2cccc(NS(=O)(=O)c3cn(C)cn3)c2O[C@H]1CN(C)S(=O)(=O)c1ccc(F)cc1	nt	-2.9
61	C[C@H](CO)N1C[C@H](C)[C@H](CN(C)CC2CCOCC2)Oc2cc(C#Cc3ccccc3F)ccc2S1(=O)=O	15.4	nt
62	CC(=O)N(C)C[C@H]1Oc2ncc(-c3ccc(C)cc3)cc2C(=O)N([C@@H](C)CO)C[C@@H]1C	-16.7	-2.1
63	COc1ccccc1N1CCN(CC(C(=O)NC(C)(C)C)c2ccccc2)CC1 (stereo not given)	nt	0.0
64	CC(=O)N(C)C[C@@H]1Oc2ncc(/C=C/c3ccccc3)cc2C(=O)N([C@@H](C)CO)C[C@@H]1C	7.8	-2.1

One compound at a time, as listed above:
CC(=O)N(C)C[C@H]1Oc2ncc(-c3ccc(C)cc3)cc2C(=O)N([C@@H](C)CO)C[C@@H]1C is listed as PRC2 inh = -16.7; IDH1 R132H inh = -2.1
COc1ccccc1N1CCN(CC(C(=O)NC(C)(C)C)c2ccccc2)CC1 (stereo not given) is listed as PRC2 inh = nt; IDH1 R132H inh = 0.0

Continuation.
cpd	smiles	PRC2 inh	IDH1 R132H inh
65	COc1cccc(N(CC(=O)Nc2cc(C(F)(F)F)ccc2Cl)S(C)(=O)=O)c1	7.4	-0.1
66	O=C(Cc1ccccn1)NCC[C@@H]1CC[C@H](NS(=O)(=O)c2ccc(F)cc2)[C@@H](CO)O1	5.3	-0.1
67	CC1(C)CC[C@@]2(C(=O)O[C@@H]3O[C@H](CO)[C@@H](O)[C@H](O)[C@H]3O)C(C1)C1=CCC3[C@@]4(C)CC[C@@H](O[C@@H]5O[C@H](CO)[C@@H](O)[C@H](O)[C@H]5O[C@@H]5O[C@H](CO)[C@@H](O)[C@H](O)[C@H]5O)C(C)(C)C4CC[C@@]3(C)[C@]1(C)C[C@H]2O (stereo not given in full)	15.9	0.0
68	C[C@@H]1CN([C@@H](C)CO)C(=O)Cc2cc(NC(=O)NC3CCCCC3)ccc2O[C@H]1CN(C)S(=O)(=O)c1ccc(F)cc1	-11.4	1.5
69	Cc1cccc(NC(c2ccccc2C)c2ccc3ccc(C)nc3c2O)n1 (stereo not given)	-4.3	0.5
70	C[C@H](CO)N1C[C@H](C)[C@H](CN(C)S(=O)(=O)c2ccccc2)Oc2ncc(C#CC3CCCCC3)cc2C1=O	nt	0.4
71	O=C(C[C@@H]1C[C@@H]2c3cc(NC(=O)C4CCOCC4)ccc3O[C@@H]2[C@@H](CO)O1)NCc1ccccc1	-2.4	0.9
72	Cc1c(Cl)cccc1NC(=O)CN(c1cccc(F)c1)S(C)(=O)=O	-0.8	-0.7
73	COc1ccc(-c2oc3c(OC)c(OC)c(OC)c(O)c3c(=O)c2OC)cc1OC	nt	0.2
74	C[C@@H]1CN([C@@H](C)CO)S(=O)(=O)c2ccc(C#Cc3ccccc3F)cc2O[C@@H]1CN(C)CC1CCOCC1	14.3	1.2
75	C[C@@H]1CN([C@H](C)CO)C(=O)c2cc(NC(=O)Nc3ccc(F)cc3)ccc2O[C@@H]1CN(C)S(=O)(=O)c1cccs1	nt	1.9
76	C/C=C/c1ccc2c(c1)O[C@@H](CN(C)C(C)=O)[C@H](C)CN([C@@H](C)CO)S2(=O)=O	47.7	-1.7
77	O=C(CCCCCCC(=O)Nc1ccccc1O)N/N=C/c1ccc(Br)cc1	-19.4	nt
78	CCCN(C)C[C@@H]1Oc2cc(-c3ccccc3F)ccc2S(=O)(=O)N([C@@H](C)CO)C[C@@H]1C	-12.5	-0.1
79	C[C@H]1CN([C@@H](C)CO)S(=O)(=O)c2ccc(-c3ccncc3)cc2O[C@@H]1CN(C)Cc1ccccc1	-15.2	28.4

The list is partial; count on the stated rates, not on these rows.
